Bioassay records from PubChem.
HepG2 viability: qHTS for Inhibitors of TGF-b: Cytotox Counterscreen. HepG2 CAGA-GFP viability, ATP luminescence, 18 h. Potency, µM (series often up to 46.1 µM), for the others: top-dose activity change, negative = cytotoxicity, hits mostly cytotoxic. 410,000 tested, 0.76% active. AID 588856, 2011; note: potency is the fitted concentration of half-maximal effect; some results filed as inactive show a strong effect at the top dose
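HepG2 CAGA-GFP cells (1000/well, DMEM with 1% FBS) received compound, then TGF-beta at 500 pg/mL final, and were incubated 18 hours at 37 degrees C. Viability was read by CellTiter-Glo luminescence. Media-only wells were set as complete cell-killing and DMSO as no toxicity.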
CCT chaperon mod: High-Throughput Screening for Modulators of Cytosolic Chaperonin Activity; purified chaperonin ATPase assay, HTRF ADP detection, 30 min; activity change, % (no concentration beside the values), hits read low; 360,000 tested, 0.3% active; AID 651819, 2012; in the data active = activity change below about -30%; note: % is set by controls: 0 for no effect and ±100 for the full control effect
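TRiC (40 or 20 nM final, by batch activity) in 30 mM Tris pH 7.4, 100 mM KCl, 5 mM MgCl2, 1 mM DTT was treated with compound at 76 uM single dose, then 10 uM ATP, 30 min at 37 °C. ADP was read by HTRF Transcreener.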
Nrf2 activator: qHTS of Nrf2 Activators. AREc32 ARE-luciferase reporter (MCF7-derived line), luminescence, 24 h. Potency, µM (top dose mostly 46.1 µM), for inactives: at the top dose activation, actives largely listed as activators. 410,000 tested, 0.31% active. AID 624171, 2012; note: potency is the fitted concentration of half-maximal effect; % of control where 0% means no effect; nearly all actives have a fitted effect of over 65% in size
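Luminescent ARE reporter assay in AREc32_Fluc cells: overnight plating at 37 deg C, 24 hr compound incubation, Steady-Glo added, 30 min RT before reading.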
ATXN viability: Viability Counterscreen for Primary qHTS for Inhibitors of ATXN expression; 400,000 tested, 0.49% active; AID 651635, 2014; S2 cells (HEK-293 line with an ATXN2-luciferase reporter) viability, CellTiter-Fluor protease fluorescence, 24 h; Potency, µM (titrated, usually from 56.7 µM), most hits filed as cytotoxic; note: potency is the fitted concentration of half-maximal effect; nearly all actives have a fitted effect of over 40% in size
MmCpn inh: Inhibitors of TCP-1 ring complex (TRiC) of Methanococcus maripaludis (MmCpn): qHTS | Potency, µM (series often up to 76.9 µM), for inactives: at the top dose activity, negative = inhibition, actives largely listed as inhibitors | 330,000 tested, 0.031% active | purified Mm-Cpn ATPase, ADP Transcreener TR-FRET | Chaperonin Mm-Cpn (Methanococcus maripaludis); note: potency is the fitted concentration of half-maximal effect; % is set by controls: 0 for no effect and ±100 for the full control effect; nearly all actives have a fitted effect of over 80% in size
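Reaction buffer contained 30 mM Tris pH 7.4, 100 mM KCl, 5 mM MgCl2 and 1 mM DTT. Mm-CPN (25 nM final) hydrolysed 10 uM ATP over 30 min at 37°C; ADP was read by HTRF.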
TGFb inhibitor: qHTS for Inhibitors of TGF-b; HepG2 CAGA-GFP TGF-b/SMAD3 reporter, GFP fluorescence, 18 h; TGF-beta stimulated, 500 pg/mL final; Potency, µM (highest dose often 46.1 µM), inactives show top-dose activity, negative = inhibition, usual class: inhibitors; 410,000 tested, 1.2% active; AID 588855, 2011; note: potency is the fitted concentration of half-maximal effect; % is set by controls: 0 for no effect and ±100 for the full control effect; nearly all actives have a fitted effect of over 65% in size
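Smad-responsive CAGA-GFP expression was quantified in HEPG2 cells exposed to compounds and 500 pg/mL final TGF-beta for 18 h at 37 degrees C; unstimulated wells defined full inhibition.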
A549 tox: Nrf2 qHTS screen for inhibitors: counterscreen for cytotoxicity; Potency, µM (highest dose often 46 µM), for inactives: at the highest dose activity change, negative = cytotoxicity, usual class: inhibitors; 390,000 tested, 0.16% active; A549 ARE-Fluc cells, CellTiter-Fluor viability, 18-24 h; AID 504648, 2011; note: potency is the fitted concentration of half-maximal effect; % is set by controls: 0 for no effect and ±100 for the full control effect
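Cytotoxicity counterscreen: CellTiter-Fluor fluorescence was measured in A549 ARE_Fluc cells after 18-24 h of compound exposure in a concentration series. The subsequent BugLite luminescent read reports ARE-luciferase activity.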
pAkt inh: HTS Assay for Inhibitors of Akt Phophorylation: Primary Screen | Neuro2A IGF-stimulated pAkt S473 HTRF, 20 min; stronger effect = lower value | activity change, % for hits at 50 µM | 360,000 tested, 0.32% active | AID 651550, 2012; in the data active = activity change below about -80%; inconclusive = mostly about -51% to -80%; note: % is set by controls: 0 for no effect and ±100 for the full control effect
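Single-point screen (50 µM final compound) in Neuro2A cells stimulated 20 min with 6 nM IGF at 37 deg C. After lysis, Ser473-phosphorylated Akt read by HTRF (ex 330 nm, em 615/665 nm) as the 665/615 ratio.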
Nrf2 inh: Nrf2 qHTS screen for inhibitors. 360,000 tested, 2.1% active. Potency, µM (highest dose often 46 µM), for inactives: at the highest dose activity change, negative = inhibition, hits mostly inhibitors. A549 ARE-Fluc reporter, luciferase luminescence, 18-24 h; note: potency is the fitted concentration of half-maximal effect; % is set by controls: 0 for no effect and ±100 for the full control effect; nearly all actives have a fitted effect of over 60% in size
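A549 ARE_Fluc cells, 5000/well, 5% FBS OPTI-MEM; compounds in dose-response, 18-24 h at 37 °C/5% CO2; CellTiter-Fluor viability read (Ex 405/Em 525), then BugLite luciferase luminescence = Nrf2 activity.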
* hit, by the source's call; i = inactive; ? = inconclusive; · = not tested or not shown; [ ] = dose if it differs, or a comment. Unless noted, calls come from the whole dose curve; as a rule, active = well fitted curve in the direction sought with a large enough effect; inconclusive = small, poorly fitted or top-dose-only effect, or another doubt; inactive = no such curve, though single readings can be large; an effect the other way counts as inactive or inconclusive.

smiles,HepG2 viability,CCT chaperon mod,Nrf2 activator,ATXN viability,MmCpn inh,TGFb inhibitor,A549 tox,pAkt inh,Nrf2 inh
COc1ccc(C)cc1NC(=O)Cn1c(=O)ccc2cc(S(=O)(=O)N3CCCC3)ccc21,0.8%,·,0.0%,i,·,?,-1.8%,·,·
CC1CCCCC1NC(=O)c1ccc(-n2cncn2)cc1 (stereo not drawn),-2.4%,1.3,-0.1%,i,-0.6%,14.6%,-4.0%,i,5.8%
CC1(C)NC(=O)N(CCOCCOc2ccc3ccccc3c2Br)C1=O,-22.5%,-0.1,2.2%,?,-1.8%,-18.0%,-5.0%,i,0.2%
Cc1nc(C(F)(F)F)nc(Nc2ccc(Br)cc2)c1C#N,18.8%,-0.8,2.3%,i,-3.3%,15.9%,-2.4%,i,-5.3%
Cc1ccsc1C(=O)OCc1nnc(-c2ccccc2)o1,-63.8%,0.2,6.6%,i,0.5%,-2.9%,-0.9%,i,?
COc1ccc(N2C(=O)c3ccccc3NC23CCC(C)CC3)cc1 (stereo not drawn),-10.7%,0.1,1.1%,i,-0.1%,-10.8%,1.1%,·,·
CCSC1=C(C#N)C(c2ccc(F)cc2)CC(=O)N1 (stereo not drawn),-5.0%,-2.5,-0.5%,i,3.2%,-2.9%,6.9%,i,-15.5%
CCCC(=O)Nc1ccc2nc(SCC(=O)Nc3nccs3)sc2c1,3.5%,0.7,0.4%,i,2.7%,-0.3%,-9.5%,i,1.6%
NC1=NC(c2cccc(Cl)c2)N(CCc2ccc(F)cc2)C(N)=N1 (stereo not drawn),-18.7%,-3.6,3.8%,i,1.2%,0.0%,1.6%,i,8.4%
COc1ccc(NC(=O)COC(=O)c2cc(OC)c(OC)cc2NC(=O)c2ccco2)cc1OC,2.9%,-1.1,-1.0%,i,-2.5%,-0.6%,·,i,5.8µM*
O=C(O)/C=C/C(=O)N1CCN(C(c2ccccc2)c2ccccc2)CC1,-4.1%,-9.6,2.8%,i,2.4%,-3.2%,1.1%,i,1.0%
CCOc1cc(/C=C2/NC(=O)NC2=O)cc(Br)c1OCc1ccc(C(=O)O)cc1,2.7%,0.6,0.1%,i,-1.8%,3.1%,-1.3%,i,-11.8%
CCOc1ccc(N/C(SCc2cccc([N+](=O)[O-])c2)=C(/C#N)C(N)=O)cc1,-16.9%,-3.6,?,i,-0.7%,1.7%,-2.8%,i,-18.8%
COc1ccc(Nc2nc3ccccc3n3cnnc23)cc1,14.8%,-0.1,6.2%,i,2.5%,?,-14.2%,i,?
S=C(NC1CCCCC1)N1CCN(c2ccccn2)CC1,-17.9%,-3.2,0.5%,i,-4.5%,-22.2%,6.8%,i,-18.4%
COc1cc(/C=N/O)c(Br)cc1OCC(=O)Nc1ccccc1C,3.8%,0.3,-0.7%,i,2.8%,0.0%,-5.7%,i,-11.6%
N#Cc1ccc(N2CCOCC2)nc1,2.7%,1.6,0.0%,i,-15.6%,-5.6%,15.6%,i,17.5%
Cc1ccc(C2=C/C(=C/c3cccnc3)C(=O)O2)c(C)c1,-7.4%,2.4,3.4%,i,-1.6%,9.0%,-9.5%,i,?
O=C1c2ccccc2NC(c2ccc(-c3ccccc3F)o2)N1O (stereo not drawn),-24.4%,·,1.0%,?,0.1%,?,-0.6%,·,17.0%
Cc1ccccc1NC(=O)CCN1C(=O)c2ccccc2Sc2ncccc21,-24.7%,·,0.5%,·,·,-25.3%,2.7%,·,22.0%
CCCS(=O)(=O)N1CCCC(C(=O)Oc2ccc(Cl)cc2)C1 (stereo not drawn),16.1%,-1.3,0.1%,i,1.2%,0.3%,0.7%,i,5.7%
CC1=C(C(=O)OCc2ccccc2)C(c2ccccc2Cl)NC(=O)N1CCCC(=O)O (stereo not drawn),-24.8%,1.8,-0.9%,i,-2.0%,0.6%,-6.9%,i,-9.2%
c1ccc2c(Nc3nc(-c4ccncc4)nc4ccccc34)cccc2c1,-63.8%,-0.1,5.9%,i,0.7%,-16.5%,-0.4%,i,?
COc1cccc(CNC(=O)[C@@H]2CCCN2C(=O)[C@@H]2CCCN2C(=O)c2cccc(OC)c2)c1,·,-0.1,-1.0%,i,·,·,·,i,·
Cc1cc(C)c(C#N)c(N2CCN(Cc3ccccc3)CC2)n1,-16.7%,-0.5,-0.8%,i,-0.7%,-15.5%,18.2%,i,-24.6%
Cc1ccccc1CNC(=O)C(=O)NCC(c1cccs1)S(=O)(=O)c1cccs1 (stereo not drawn),-24.9%,·,0.5%,i,·,4.7%,22.2%,·,·
O=C(COn1nnc2ccc(Cl)cc21)NCc1ccccc1,4.4%,-4.4,0.6%,i,-0.1%,8.9%,-5.0%,i,-5.7%
COc1cc2c(cc1OC)C(Cc1ccc(O)cc1)NCC2 (stereo not drawn),-26.4%,0.1,-0.3%,i,-0.8%,?,-1.2%,i,13.1%
CCN([C@H](CO)C(C)C)S(=O)(=O)c1ccccc1Br,-9.6%,-4.8,-0.5%,i,0.1%,-5.4%,-0.3%,i,22.5%
C[C@H]1CN([C@@H](C)CO)C(=O)c2cccc(NS(=O)(=O)c3ccc(Cl)cc3)c2O[C@@H]1CN(C)CC1CCCCC1,-7.8%,-1.3,3.9%,?,0.1%,-4.3%,0.8%,i,7.9%
CCNc1nc(NC(C)CC)nc(Oc2ccc(=O)[nH]n2)n1 (stereo not drawn),2.1%,1.4,0.2%,i,0.3%,18.0%,5.6%,i,-5.7%
CC(=O)Nc1ccc(NC(=O)C2Cc3c(-c4cccc(F)c4)ccnc3O2)cc1 (stereo not drawn),-1.1%,0.1,3.7%,i,·,8.7%,·,i,·
CSCCC(NS(=O)(=O)c1ccc(C)cc1)C(=O)NCC(C)(C)N1CCOCC1 (stereo not drawn),-25.6%,-2.4,-1.0%,?,-1.1%,6.8%,-0.5%,i,0.7%
Cc1cccc(C(=O)N2CCCC(CCC(=O)N3CCN(c4ccccn4)CC3)C2)c1 (stereo not drawn),-9.0%,0.5,0.1%,i,-0.3%,0.0%,-8.2%,i,?
CCCCn1cnc2c(SCc3ccccc3F)nc(N)nc21,-18.4%,2.0,4.7%,i,·,-10.2%,-0.1%,i,-9.8%
CC(NC(=O)c1cccc(N2CCCC2=O)c1)c1ccc2c(c1)OCCO2 (stereo not drawn),-8.7%,-1.0,0.0%,i,0.1%,-10.2%,0.1%,i,-9.1%
CNC(=O)COC(=O)c1ccccc1C(=O)c1ccc(Cl)c([N+](=O)[O-])c1,-14.8%,-1.0,-0.8%,10µM*,2.1%,-23.5%,-5.7%,i,-25.0%
N#Cc1cccc(NC(=O)COC(=O)c2ccc[n+]([O-])c2)c1,3.9%,-3.4,-0.3%,i,-1.6%,-7.5%,-9.5%,i,-4.8%
Cc1cc(C)c2cc(C#N)c(N3CCNCC3)nc2c1,-33.8%,-1.5,0.6%,i,·,-17.5%,·,i,·
Cc1cc(OCC(=O)Nc2ccc(OCc3ccccc3)cc2)nc(C(C)C)n1,-15.0%,-0.9,0.3%,i,2.6%,5.7%,0.4%,i,-7.6%
CCCN1C(=O)c2ccccc2NC1c1ccc(OC)c(COc2ccc([N+](=O)[O-])c(C)c2)c1 (stereo not drawn),-4.5%,·,·,·,·,17.2%,0.6%,·,?
COc1ccc(CCNC(=O)C(=O)NCC2CCCN2S(=O)(=O)c2ccc(OC)cc2)cc1 (stereo not drawn),-5.7%,0.7,-0.7%,?,-1.7%,-4.8%,-1.6%,i,?
Cc1ccc(Nc2c(-c3ccc(N(C)C)cc3)nc3ccccn23)cc1,-105.1%,·,3.8%,i,·,-15.2%,-12.5%,·,-27.8%
CCOC(=O)C1(C)/C(=N/Nc2cccc(Cl)c2)C(=O)C(=O)N1c1ccccc1 (stereo not drawn),-24.2%,-0.4,0.0%,i,-1.5%,?,-6.7%,i,-0.3%
CNC(=O)N(O)C1N(C)C(=O)N(Cc2ccccc2)C1(C)C (stereo not drawn),-3.7%,-0.5,-0.4%,i,1.0%,6.3%,-17.8%,i,-5.3%
O=P(c1ccccc1)(c1ccccc1)c1nc(-c2ccccc2)oc1N1CCOCC1,-15.2%,-3.6,0.9%,i,-0.8%,0.4%,-13.0%,i,-7.9%
Cc1ccc(-c2nn(-c3ccccc3)cc2/C=C/C(=O)O)o1,9.1%,0.3,0.5%,i,-7.8%,0.8%,0.7%,i,?
COc1cccc(NC(=O)Cn2c3ccccc3c3nc4n(c(=O)c32)CCCS4)c1,-9.2%,-1.3,0.1%,?,-1.5%,-12.4%,-5.4%,·,6.6%
CCc1ccc2c(c1)NC(=O)C2(C)Cc1ccc(Cl)s1 (stereo not drawn),-77.4%,-2.4,0.3%[9.22 µM],?,·,?,·,i,·
O=C(CCNC(=O)N1CC(=O)Nc2ccccc21)Nc1ccc(Cl)cc1,1.4%,-2.1,0.1%,i,1.3%,0.6%,3.6%,i,-21.7%
CCC(C)(C)n1nnnc1CN1CCN(C(c2ccccc2)c2ccccc2)CC1,-19.4%,1.9,2.7%,?,0.8%,-2.0%,-5.3%,i,-18.5%
C=CCNC(=S)NCc1ccc(CNC(=S)NCC=C)cc1,4.0%,-0.5,-0.1%,i,0.1%,1.4%,5.4%,i,-27.1%
CC1(C(=O)Nc2cccc(-n3cnnn3)c2)Cc2ccccc2C(=O)O1 (stereo not drawn),3.5%,-0.1,4.8%,?,-0.5%,12.2%,-4.9%,i,-9.7%
